Bioassay records deposited in PubChem by several laboratories.
LAP4-GFP MLPCN: yeast TOR pathway LAP4-GFP modulation | AID 2023 | S. cerevisiae LAP4-GFP multiplex, flow cytometry GFP, 3 h; median GFP as percent of DMSO wells | hit rate 0.34% among 320,000 | GFP response vs DMSO, % at 10 µM;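 active means GFP response vs DMSO above a set limit, about the screen mean plus 3 SD, cut at about 150% in these data; inconclusive means under 70 cell events counted for the yeast strain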
AHR act: activators of human aryl hydrocarbon receptor. P35869. AHR-responsive luciferase reporter cells, luminescence. activation, % at 5 µM. hit rate 2.5% among 320,000. AID 2796; in the data active means activation above about 47%;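 further: 0% = vehicle wells and 100% = reference agonist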
Target sequence (P35869 whole entry, looked up): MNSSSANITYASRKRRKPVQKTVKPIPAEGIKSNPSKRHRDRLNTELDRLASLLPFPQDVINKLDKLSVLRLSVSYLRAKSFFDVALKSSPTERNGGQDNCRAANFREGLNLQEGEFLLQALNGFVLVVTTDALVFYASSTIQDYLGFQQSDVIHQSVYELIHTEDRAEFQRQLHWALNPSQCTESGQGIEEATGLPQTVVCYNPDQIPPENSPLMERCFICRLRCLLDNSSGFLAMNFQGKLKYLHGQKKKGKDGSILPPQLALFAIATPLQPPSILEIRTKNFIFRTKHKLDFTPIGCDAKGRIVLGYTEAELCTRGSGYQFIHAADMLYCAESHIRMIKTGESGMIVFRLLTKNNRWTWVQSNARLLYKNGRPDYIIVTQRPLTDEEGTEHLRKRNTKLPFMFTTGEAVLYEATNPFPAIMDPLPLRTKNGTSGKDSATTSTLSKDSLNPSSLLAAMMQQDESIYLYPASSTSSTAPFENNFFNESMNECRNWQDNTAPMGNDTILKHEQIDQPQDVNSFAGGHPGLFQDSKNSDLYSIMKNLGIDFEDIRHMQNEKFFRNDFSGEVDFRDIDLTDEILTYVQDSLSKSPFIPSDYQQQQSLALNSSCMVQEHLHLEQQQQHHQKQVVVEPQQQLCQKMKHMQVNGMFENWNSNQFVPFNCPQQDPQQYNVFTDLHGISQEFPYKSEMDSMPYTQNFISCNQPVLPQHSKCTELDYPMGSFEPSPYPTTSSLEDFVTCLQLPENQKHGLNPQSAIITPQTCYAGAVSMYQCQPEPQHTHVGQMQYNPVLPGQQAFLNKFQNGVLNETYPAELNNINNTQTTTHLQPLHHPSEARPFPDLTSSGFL
RPL19A-GFP yeast: modulators of TOR pathway RPL19A-GFP in S. cerevisiae. percent response vs DMSO, % at 10 µM. AID 2025. hit rate 0.3% among 330,000. S. cerevisiae RPL19A-GFP strain, flow cytometry, 3 h; hits give low values;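 active means percent response vs DMSO below 50%; inconclusive means fewer than 70 events counted for the yeast strain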;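 further: median channel GFP fluorescence of the barcoded RPL19A-GFP strain; ratio of sample median GFP to plate DMSO average so 100% = DMSO; lower means less RPL19A-GFP as with rapamycin TOR inhibition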
AGP1 TOR yeast: alters AGP1-GFP fluorescence in TOR pathway yeast screen; S. cerevisiae AGP1-GFP multiplex flow cytometry, 3 h; GFP as percent of DMSO wells; GFP response vs DMSO, % at 10 µM; hit rate 0.02% among 320,000; AID 2066;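 active means GFP response relative to DMSO above a set limit, near screen average plus 3 SD, cut at about 150% in these data; inconclusive means fewer than 70 cells counted for the yeast strain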;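 further: median GFP channel fluorescence of the gated AGP1 strain per well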
MEP2 TOR yeast: alters MEP2-GFP fluorescence in TOR pathway yeast screen; hit rate 0.51% among 330,000; GFP response vs DMSO, % at 10 µM; S. cerevisiae MEP2-GFP strain, flow cytometry GFP, 3 h; 100% = DMSO control level;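 active means GFP response versus DMSO above a set limit, roughly screen mean plus 3 SD, cut at about 180% in these data; inconclusive means fewer than 70 cells counted for a yeast strain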;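 further: median GFP fluorescence of the barcode-gated MEP2-GFP cells per well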
proCasp7 act: counter-screen: procaspase-7 (human) activation | P55210 | recombinant procaspase-7, Ac-DEVD-pNA absorbance 405 nm; D23A/D198A/D206A triple mutant, cannot self-cleave; scale: DMSO 0, 5 µM enzyme 100 | activation, % at 8.5 µM | hit rate 0.093% among 330,000 | AID 463210;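 active means percent activation above the screen-wide mean plus 3 SD, cut at about 25% in these data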
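signal = Epi-absorbance of released pNA at 405 nm, two timepoints | assay system = Uncleavable procaspase-7 mutant enzyme | reagent = Ac-DEVD-pNA substrate, 400 µM as added | times = 1 h enzyme–compound preincubation and 2 h substrate reaction, both 25 °C | benchmarks = low DMSO alone, high DMSO plus 5 µM PC-7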
procasp3 activ: activates human procaspase-3 | AID 463141 | P42574 | recombinant procaspase-3 D3A, Ac-DEVD-pNA absorbance 405 nm | hit rate 0.11% among 330,000 | activation, % at 8.5 µM;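 active means activation above the mean of all tested compounds plus 3 SD, cut at about 21% in these data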;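 further: 0% = DMSO alone and 100% = DMSO wells spiked with extra 5 µM PC-3 D3A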
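assay system = Procaspase-3 D3A mutant | signal = absorbance at 405 nm, 0 and 120 min | times = 1 h preincubation plus 2 h reaction at 25 °C | repeats = single replicate | read-out = % activation between DMSO and enzyme-spiked controls | medium = Zinc-free HEPES saline buffer with Triton X-100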
CIT2 TOR yeast: modulators of TOR pathway CIT2-GFP in S. cerevisiae | AID 2029 | hit rate 0.065% among 320,000 | GFP response vs DMSO, % at 10 µM | S. cerevisiae CIT2-GFP strain, flow cytometry, 3 h; 100 means same as DMSO wells;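 active means GFP response relative to DMSO above a set limit, near the screen mean plus 3 SD, cut at about 150% in these data; inconclusive means Fewer than 70 cells measured for a yeast strain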;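 further: ratio of well median GFP fluorescence to mean of DMSO wells on the plate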
An asterisk follows results filed as active; ? = inconclusive; . = no result given; [ ] = dose if it differs, or a comment.

[1] O=C(CNc1ccccc1C(=O)O)c1ccccc1
[2] CC1(C)C([N+](=O)[O-])C(c2ccc(Cl)cc2)NC(c2ccc(Cl)cc2)C1[N+](=O)[O-] (configuration not stated)
[3] Cc1cccc(CN2CCC(C(N)=O)CC2)c1
[4] COc1ccc(CNC(=O)CC(C)CC2=NS(=O)(=O)c3ccccc3N2)cc1 (configuration not stated)
[5] CCN(CCNC(=O)C1CCCN(S(=O)(=O)c2cnc[nH]2)C1)c1ccccc1 (configuration not stated)
[6] NC(=O)c1ccc(OCC(=O)N2CCNC2=O)cc1
[7] CCOC(=O)COc1cc(-n2c(=S)[nH]c3cc(OC)c(OC)cc3c2=O)c(Cl)cc1Cl
[8] NC(=O)[C@H]1CC2(CC(c3cccc(NC(=O)CC(c4ccccc4)c4ccccc4)c3)=NO2)CN1C(=O)C(c1ccccc1)c1ccccc1 (some centres not stated)
[9] O=C(NCCCN1CCOCC1)c1ccc(Sc2cccc(Cl)c2)c([N+](=O)[O-])c1
[10] CCCc1c(O)nc(SCC(=O)O)[nH]c1=O

entry no.	1	2	3	4	5	6	7	8	9	10
LAP4-GFP MLPCN	121	87	104	89	101	102	98	138	92	95
AHR act	8	0	-1	3	0	-2	1	-4	1	0
RPL19A-GFP yeast	91	102	103	92	103	95	106	99	101	96
AGP1 TOR yeast	93	100	104	92	107	101	107	97	94	96
MEP2 TOR yeast	88	101	104	93	105	94	106	99	101	88
proCasp7 act	2	6	-5	13	4	11	1	-4	3	4
procasp3 activ	-3	1	4	8	9	4	9	0	-3	-10
CIT2 TOR yeast	69	102	103	92	105	92	108	129	94	100

[11] CCCN(CCC)CCCNC(=S)Nc1ccc2nc(N3CCCC3)cc(C)c2c1
[12] CCOC(=O)N1CCN(C(=O)c2ccc(CS(=O)Cc3ccccc3Cl)o2)CC1 (configuration not stated)
[13] CCOC(=O)c1cccc(NC(=O)CS(=O)(=O)Cc2nc(-c3cccc(OC)c3)oc2C)c1
[14] CNS(=O)(=O)c1ccc(NC(=O)c2csc(C)c2)cc1
[15] CN(C(=O)c1cccc(C#N)c1)c1nnc(-c2ccccn2)s1
[16] COc1ccc(CCn2c(NN=C3CCCC3)nc3c2c(=O)[nH]c(=O)n3C)cc1
[17] O=C(CCS(=O)(=O)c1ccccc1)Nc1nnc(-c2ccco2)o1
[18] COc1ccc(C(=O)NCC2CCCO2)cc1OC (configuration not stated)
[19] NC(=O)c1c(NC(NC(=O)c2ccco2)(C(F)(F)F)C(F)(F)F)sc2c1CCCC2
[20] Cc1cccc(NC(=O)C2CCCN(S(=O)(=O)c3ccc4c(c3)oc(=O)n4C)C2)c1 (configuration not stated)

entry no.	11	12	13	14	15	16	17	18	19	20
LAP4-GFP MLPCN	94	106	128	102	.	103	114	96	98	93[may fluoresce violet]
AHR act	2	1	3	2	-8	15	0	0	13	-1
RPL19A-GFP yeast	105	101	119	102	92	96	103	98	100	45*[may fluoresce violet]
AGP1 TOR yeast	97	101	118	106	89	105	104	106	103	?
MEP2 TOR yeast	107	103	112	104	91	94	112	98	106	202*[may fluoresce violet]
proCasp7 act	-1	0	5	12	6	-2	-10	-2	-13	2
procasp3 activ	6	7	18	-3	-10	-4	12	0	-10	8
CIT2 TOR yeast	103	100	.	100	90	98	101	94	102	?

[21] Cc1ccc(C(=O)OCC(=O)c2c(N)n(C)c(=O)n(C)c2=O)cc1S(=O)(=O)N1CCCCC1
[22] COCCNC(=S)N/N=C(\C)CCc1ccc2c(c1)OCO2
[23] Cc1ccc(-c2nn3c(-c4ccco4)nnc3c3ccccc23)cc1S(=O)(=O)NCC1CCCO1 (configuration not stated)
[24] O=C(CSc1ncc(-c2ccccc2)[nH]1)Nc1ccccc1F
[25] CCCCNC(=O)CCn1c(=O)c2ccccc2n(Cc2ccc(Cl)cc2)c1=O
[26] O=S(=O)(NCCc1ccccn1)c1ccc(OC(F)(F)F)cc1
[27] COc1cc(CC(=O)O)ccc1O
[28] Cc1nnc(NC(=O)CSc2ccc3nnc(-c4ccccn4)n3n2)s1
[29] Cc1ccc2c(c1)N(CC(=O)NCCCN1CCOCC1)C(=O)C(C(C)C)O2 (configuration not stated)
[30] O=C(Nc1ccccc1Cl)O/N=C(/c1ccccc1)c1ccccn1

entry no.	21	22	23	24	25	26	27	28	29	30
LAP4-GFP MLPCN	100	98	92	100	97	111[may fluoresce green]	123	88	97	100
AHR act	-2	5	-2	6	4	-3	0	0	-1	3
RPL19A-GFP yeast	98	105	98	94	101	95[may fluoresce green]	102	100	97	100
AGP1 TOR yeast	100	98	107	103	98	123[may fluoresce green]	90	93	105	100
MEP2 TOR yeast	104	105	101	96	105	112[may fluoresce green]	104	95	98	109
proCasp7 act	-3	10	-4	-7	-2	-13	-5	4	12	12
procasp3 activ	1	-13	4	-2	-7	-3	13	1	-1	6
CIT2 TOR yeast	78	106	106	94	100	171*[may fluoresce green]	89	97	93	100

[31] COc1ccc(OC)c(NS(=O)(=O)c2ccc(NC(C)=O)cc2)c1
[32] Cc1ccc(S(=O)(=O)N(CC(=O)N2CCOCC2)CC(=O)N2CCOCC2)cc1
[33] COC(=O)c1c(C)[nH]c(C(=O)/C=C/c2ccc(Cl)cc2)c1C
[34] CCCCN(C(=O)Cn1nnc2ccccc21)C(C(=O)NCCOC)c1cccs1 (configuration not stated)
[35] CC(C)C(=O)Nc1cccc(NC(=S)NC(=O)c2ccc(Cl)cc2)c1
[36] CCC(C)NCCC(=O)Nc1ccc(Cl)c(S(=O)(=O)Nc2ccc(Cl)cc2)c1 (configuration not stated)
[37] CN1CCc2c(sc(NC(=O)Cc3ccc(F)cc3)c2C(N)=O)C1
[38] CN1CCCN(S(=O)(=O)c2ccccc2)CC1
[39] CCOC(=O)COc1ccc(S(=O)(=O)Nc2ccc3c(c2)OCO3)cc1
[40] O=C(c1ccc(OCC2CCCO2)cc1)N1CCc2ccccc2C1 (configuration not stated)

entry no.	31	32	33	34	35	36	37	38	39	40
LAP4-GFP MLPCN	.	108	113	99	104	96	107	94	98	105
AHR act	0	1	-4	1	7	2	4	1	2	9
RPL19A-GFP yeast	92	98	104	102	102	102	100	106	98	105
AGP1 TOR yeast	94	102	100	102	99	102	108	101	105	104
MEP2 TOR yeast	92	98	109	98	102	102	101	102	100	99
proCasp7 act	11	-10	12	7	-7	2	6	8	4	0
procasp3 activ	4	1	5	-4	-3	5	2	2	-3	-7
CIT2 TOR yeast	87	91	101	100	105	99	104	100	94	100

[41] Cc1nc(SCc2ccccc2C)n[nH]1
[42] Cc1cnc(C(=O)OCC(=O)N(C(C)C)C(C)C)cn1
[43] CCCCN1CC(O)=C(c2nc(-c3ccc(Cl)cc3)cs2)C1=N
[44] Cc1cc(=O)[nH]c(NN=C2C3CC4CC(C3)CC2C4)n1
[45] O=C(C1CCN(S(=O)(=O)c2ccc(Br)s2)CC1)N1CCN(C2CCCCC2)CC1
[46] Clc1cccc(Cl)c1NC1=NCCN1
[47] COc1ccc(-c2cn(/N=C/c3ccc(Cl)cc3Cl)c(N)n2)cc1
[48] O=C(CC(=O)Nc1ccccc1[N+](=O)[O-])Nc1ccccc1[N+](=O)[O-]
[49] N#Cc1ccc(OCC(O)CN2CCC(C(O)(c3ccccc3)c3ccccc3)CC2)cc1 (configuration not stated)
[50] COC(=O)[C@@H]1C[C@H]2CC[C@H](O)C[C@H]2N1Cc1ccc(C)s1

entry no.	41	42	43	44	45	46	47	48	49	50
LAP4-GFP MLPCN	102	106	100	101	98	91	119	102	103	88[may fluoresce red]
AHR act	2	0	20	26	3	-1	-2	4	1	2
RPL19A-GFP yeast	102	104	103	101	92	98	96	96	102	?
AGP1 TOR yeast	105	103	106	107	103	87	97	101	103	?
MEP2 TOR yeast	99	110	105	100	101	89	105	113	102	96[may fluoresce red]
proCasp7 act	6	0	-12	0	9	-8	0	16	0	5
procasp3 activ	6	4	6	4	1	2	12	8	7	9
CIT2 TOR yeast	109	107	110	107	94	97	90	101	95	94[may fluoresce red]

Gathered by group, the entries above with a nitro group on carbon (3)
[2] CC1(C)C([N+](=O)[O-])C(c2ccc(Cl)cc2)NC(c2ccc(Cl)cc2)C1[N+](=O)[O-] (configuration not stated)
[9] O=C(NCCCN1CCOCC1)c1ccc(Sc2cccc(Cl)c2)c([N+](=O)[O-])c1
[48] O=C(CC(=O)Nc1ccccc1[N+](=O)[O-])Nc1ccccc1[N+](=O)[O-]

entry no.	2	9	48
LAP4-GFP MLPCN	87	92	102
AHR act	0	1	4
RPL19A-GFP yeast	102	101	96
AGP1 TOR yeast	100	94	101
MEP2 TOR yeast	101	101	113
proCasp7 act	6	3	16
procasp3 activ	1	-3	8
CIT2 TOR yeast	102	94	101

More structures
[51] Cc1cccc(OCCC(=O)Nc2ccccc2C(N)=O)c1
[52] CCc1ccccc1Oc1ccc(S(=O)(=O)N2CCN(C)CC2)cn1
[53] CC(=O)NC(Cc1cc(C)ccc1C)C(=O)N1CCN(C(=O)c2ccc([N+](=O)[O-])cc2)CC1 (configuration not stated)
[54] O=C(NC1CC1)C(=O)c1c[nH]c2ccccc12
[55] O=C(NC1CCCCC1)C1CCCN1C(=O)Nc1ccccc1 (configuration not stated)
[56] COC(=O)CCCC[C@@H]1SC[C@@H](NC(=O)OC)[C@@H]1NC(=O)OC
[57] CCCCCCCN1C(N(C)C)=NC[C@@H]1Cc1ccccc1
[58] COc1ccccc1N(CC(=O)N(c1ccccc1)C(C)C)S(=O)(=O)c1cccs1
[59] CCOC(=O)C(=O)Nc1ccc2c(c1)OCO2
[60] O=C(COc1ccc(Cl)cc1Br)Nc1ccccc1N1CCCC1
[61] COc1ccc(CNC(=O)CCCNS(=O)(=O)c2cccc3nonc23)cc1
[62] CCC[C@@H](CN[C@@H](CNC)C(C)C)NCCCCc1ccccc1
[63] Cc1ccc(CC(=O)Nc2nc3ccccc3[nH]2)cc1C

entry no.	51	52	53	54	55	56	57	58	59	60	61	62	63
LAP4-GFP MLPCN	108	102	94	98	120	104	94	94	103	120	105	133	96
AHR act	10	4	-1	63*	-1	2	3	0	3	-2	1	-3	13
RPL19A-GFP yeast	111	99	97	100	85	100	98	97	101	91	101	95	92
AGP1 TOR yeast	105	103	95	99	97	100	100	91	102	95	109	84	.
MEP2 TOR yeast	117	99	103	97	146	108	99	97	101	89	104	99	93
proCasp7 act	-4	14	2	4	1	-11	-15	2	-6	-4	2	0	2
procasp3 activ	2	-10	9	8	-1	3	-6	-1	5	15	-1	0	-7
CIT2 TOR yeast	103	106	103	97	139	94	108	95	101	87	109	75	96

3 compounds out of the list above, sorted by the value under AHR act, largest number first.
# | canonical_smiles | AHR act
22 | COCCNC(=S)N/N=C(\C)CCc1ccc2c(c1)OCO2 | 5
27 | COc1cc(CC(=O)O)ccc1O | 0
46 | Clc1cccc(Cl)c1NC1=NCCN1 | -1
